Source: PubChem
AmpC inh detg: inhibitors of E. coli AmpC beta-lactamase with detergent; P00811; AmpC hydrolysis of nitrocefin, absorbance 480 nm, 0.01% Triton; Potency, µM (series often up to 114 µM), for inactives: top-dose activity change, negative = inhibition, hits mostly inhibitors; 370,000 tested, 0.041% active;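 note: potency is the fitted concentration of half-maximal effect; 0% = no-compound wells and -100% = no-enzyme wells; nearly all actives have a fitted effect of over 25% in size; some results filed as inactive show a strong effect at the top dose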
Target sequence (P00811 whole entry, looked up): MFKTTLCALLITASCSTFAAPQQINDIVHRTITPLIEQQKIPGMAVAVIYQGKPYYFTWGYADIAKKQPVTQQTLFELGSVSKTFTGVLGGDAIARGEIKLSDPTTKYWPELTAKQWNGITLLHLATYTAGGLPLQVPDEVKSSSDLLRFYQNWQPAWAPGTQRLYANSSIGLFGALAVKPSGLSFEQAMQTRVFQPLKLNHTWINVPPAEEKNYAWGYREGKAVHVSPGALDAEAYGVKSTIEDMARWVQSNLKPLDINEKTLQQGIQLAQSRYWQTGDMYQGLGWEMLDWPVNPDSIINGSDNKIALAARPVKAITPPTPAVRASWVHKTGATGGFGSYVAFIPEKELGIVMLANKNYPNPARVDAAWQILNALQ
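AmpC (5.3 nM in the dispensed reagent) in 20 mM phosphate pH 7.0 with 0.01% (detergent screen) or 0.0001% Triton X-100 was preincubated with compounds for 15 min at room temperature. Nitrocefin was then added from an 800 uM solution, and hydrolysis was followed at 480 nm.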
AMA1-RON2 inh: AMA1-RON2 (P. falciparum) interaction inhibition; AlphaScreen AMA1-biotinylated RON2 peptide binding; Potency, µM (titrated, usually from 58.2 µM), without a hit: at the top dose activity change, negative = inhibition, most hits filed as inhibitors; 360,000 tested, 0.2% active;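 note: potency is the fitted concentration of half-maximal effect; 0% = vehicle wells and -100% = peptide control; nearly all actives have a fitted effect of over 45% in size; some results filed as inactive show a strong effect at the top dose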
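AMA1 (3D7) with his tag at 25 nM final met compounds first, then biotinylated RON2 peptide at 25 nM; detection used donor plus acceptor beads, 10 µg/mL apiece, read by AlphaScreen after 30 min at room temperature.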
LmPK inh: inhibitors of Leishmania mexicana pyruvate kinase | Q27686 | purified LmPK, Kinase-Glo ATP luminescence, 1 h | Potency, µM (titrated, usually from 57.5 µM), for inactives: at the top dose activity change, negative = inhibition, actives largely listed as inhibitors | 290,000 tested, 0.37% active | AID 1721; note: potency is the fitted concentration of half-maximal effect
Target sequence (Q27686 whole entry, looked up): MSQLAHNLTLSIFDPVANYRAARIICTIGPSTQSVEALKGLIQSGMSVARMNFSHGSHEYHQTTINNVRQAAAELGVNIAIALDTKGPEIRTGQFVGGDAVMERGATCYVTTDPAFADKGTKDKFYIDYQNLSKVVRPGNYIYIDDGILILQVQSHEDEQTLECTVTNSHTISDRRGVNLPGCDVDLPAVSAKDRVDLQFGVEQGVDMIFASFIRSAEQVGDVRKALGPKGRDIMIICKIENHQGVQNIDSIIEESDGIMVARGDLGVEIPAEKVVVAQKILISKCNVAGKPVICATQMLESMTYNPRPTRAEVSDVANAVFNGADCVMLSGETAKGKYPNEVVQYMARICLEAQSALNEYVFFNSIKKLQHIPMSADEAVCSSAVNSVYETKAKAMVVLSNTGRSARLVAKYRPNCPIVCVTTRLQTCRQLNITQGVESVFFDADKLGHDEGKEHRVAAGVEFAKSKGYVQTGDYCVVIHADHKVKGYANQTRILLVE
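Purified LmPK (0.1 nM) with 0.5 mM PEP and 0.1 mM ADP in imidazole buffer pH 7.2 with MgCl2/KCl, 1 h at room temperature. ATP formed was read by luciferase luminescence and normalized to no-enzyme and uninhibited controls.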
Tb PYK inh: T. brucei pyruvate kinase inhibition | Potency, µM (top dose mostly 76.8 µM), without a hit: at the top dose activity, negative = inhibition, usual class: inhibitors | Q57TT1 | 410,000 tested, 0.12% active | AID 624173 | TbPYK enzyme, Kinase-Glo Plus ATP luminescence, 45 min; note: potency is the fitted concentration of half-maximal effect; nearly all actives have a fitted effect of over 50% in size
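Luminescence from Kinase-Glo Plus, added after a 45-minute room-temperature reaction, served as the end-point read-out. The enzyme and substrate were preincubated with compound before ADP (130 uM final) initiated turnover. Concentration-effect curves came from normalized qHTS data.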
HCMV antiviral: human cytomegalovirus inhibition. 410,000 tested, 4.5% active. HFF cells, HCMV-luciferase reporter, 72 h; stronger effect = lower value. activity change, negative = inhibition, % at 57.5 µM; in the data active = activity change below about -60%; inconclusive = no clear call, values can overlap the other calls; inactive = above about -39%
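Inhibition of viral replication was scored as loss of reporter luminescence in HFFs infected with HCMV-luciferase (MOI 1 PFU/cell) for 72 h; compounds tested at 2 doses, normalized to buffer and Salinomycin controls.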
AmpC inh no detg: inhibitors of E. coli AmpC beta-lactamase without detergent; P00811; AmpC nitrocefin hydrolysis, absorbance 480 nm, 0.0001% Triton; Potency, µM (doses to about 57.1 µM), for inactives: top-dose activity change, negative = inhibition, usual class: inhibitors; 330,000 tested, 0.52% active;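 note: potency is the fitted concentration of half-maximal effect; plate controls were no compound for no effect and no enzyme for full effect; nearly all actives have a fitted effect of over 20% in size; some results filed as inactive show a strong effect at the top dose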
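AmpC (5.3 nM in the dispensed reagent) in 20 mM phosphate pH 7.0 with 0.01% (detergent screen) or 0.0001% Triton X-100 was preincubated with compounds for 15 min at room temperature. Nitrocefin was then added from an 800 uM solution, and hydrolysis was followed at 480 nm.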
HCV inhibitor: HCV inhibition. Huh7.5.1 HCVcc-Cre infection, luciferase reporter, 44 h. Potency, µM (highest dose often 41.8 µM), for the others: top-dose activity change, negative = inhibition, hits mostly inhibitors. 340,000 tested, 3.4% active. AID 651820; note: potency is the fitted concentration of half-maximal effect
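Cells seeded at 1,000/well and cultured 4 h, then compounds added followed by HCVcc-Cre virus (~0.5 moi). After 44 h further culture, luciferase substrate was added, plates held 15 min at room temperature, and luminescence read for 15 sec.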
Active calls of the source: *; u = inconclusive; x = no result given; & = joins results of further samples; [ ] = remark or other dose. Unless noted, calls come from the whole dose curve; as a rule, active = well fitted curve in the direction sought with a large enough effect; inconclusive = small, poorly fitted or top-dose-only effect, or another doubt; inactive = no such curve, though single readings can be large; an effect the other way counts as inactive or inconclusive. Unless noted, % is set by controls: 0 for no effect and ±100 for the full control effect.

Below each SMILES – AmpC inh detg | AmpC inh no detg | HCV inhibitor | HCMV antiviral | AMA1-RON2 inh | LmPK inh | Tb PYK inh
O=C(Nc1cccc(Cl)c1Cl)c1cc(S(=O)(=O)N2CCC3(CC2)OCCO3)ccc1F
→ 10% | x | x | -24 | x | x | -4%
Cc1ccn2c(=O)c(NC(=O)COc3ccccc3)c(C)nc2c1
→ -15% | -11% | 11% | -23 | -3% | x | 1%
CCn1c(SCC(=O)NCc2ccc(F)cc2)nc2c(c1=O)SC(C)C2 (configuration not stated)
→ -8% | -13% | -4% | 12 | -6% | -1% | 0%
Cc1ccn2c(=O)c(C(=O)NC(C)c3ccccc3)c(O)nc2c1 (configuration not stated)
→ 4% | x | x | -70* | x | x | -3%
Cc1ccc(C(=O)Nc2ncc(Cc3ccc(SC(F)F)cc3)s2)cc1
→ u | -29% | 10µM* | -63* | 87%[activator] | 7% | -2%
Cc1ccc(CNC(=O)CCc2c(C)nc3ncnn3c2C)cc1
→ -2% | -6% | 3% | 95 | 28% | 2% | 5%
CN(Cc1ccccc1)C(=O)C1CCN(S(=O)(=O)c2cccc3nsnc23)CC1
→ 1% | 38% | 12% | u | 5% | 0% | 5%
CC(NC(=O)C1CCCCC1)C(=O)NC1=NCCS1 (configuration not stated)
→ 3% | -4% | 3% | 36 | 6% | 3% | x
N#C/C(=C(/O)COc1cccc2ccccc12)c1nc2ccccc2[nH]1
→ 1% | -15% | 10% | x | 16% | 2% | -5%
Cc1nc(C(=O)N/N=C/c2[nH]ncc2Br)cs1
→ -7% | -13% | -9% | 17 | 73%[activator] | -1% | 2%
Cc1cccc(OCC(=O)Nc2cc(S(=O)(=O)N3CCOCC3)ccc2N2CCCC2)c1C
→ 8% | 123%[activator] | u | -28 | -30% | x | -3%
CC(C)(C)OC(=O)C(C(=O)OC(C)(C)C)c1ccc(Cl)nn1
→ -1% | -4% | 6% | u | 16% | -2% | -3%
CCN(CC)S(=O)(=O)c1cccc(C(=O)N/N=C/c2ccc(N3CCOCC3)cc2)c1
→ -8% | -24% | -24% | -5 | 11% | 0% | -2%
COc1ccccc1N1CCN(Cc2cc(=O)c(OCC(=O)NC3CCCC3)co2)CC1
→ -3% | -4% | -4% | -37 | -8% | x | -2%
CCOC(=O)c1cnc(-n2nc(C)cc2C)nc1NC(C)c1ccccc1 (configuration not stated)
→ 2% | -26% | u | -97* | -2% | 0% | -1%
CCOC(=O)N1CCN(C(=O)C[C@@H]2C[C@@]3(C(=O)OCC)CCCC=C3N(Cc3ccc(Cl)cc3Cl)C2=O)CC1
→ x | x | x | 0 | -15% | x | -12%
CCC(=O)NC(Nc1cccc(C)n1)(C(F)(F)F)C(F)(F)F
→ -1% | -32% | -1% | -16 | -7% | -1% | -14%
CCCNS(=O)(=O)c1ccc(OCC(=O)OC)cc1
→ 4% | -15% | 15% | 22 | 1% | -4% | -11%
O=C(NC(Nc1cc(C(F)(F)F)ccc1Cl)C(=O)c1ccccc1)c1ccccc1 (configuration not stated)
→ -6% | -35% | u | 85 | -2% | 6% | 3%
COc1cc(/C=N/n2c(SC)nnc(C(C)(C)C)c2=O)ccc1O
→ -13% | -24% | 3% | -6 | 9% | 4% | -6%
Cc1nn(CC(=O)N(C)C2CCS(=O)(=O)C2)c(C)c1[N+](=O)[O-] (configuration not stated)
→ -10% | -11% | 17% | -17 | 9% | x | -1%
COc1ccc(C(=S)N2CCOCC2)cc1OC(=O)c1cccc([N+](=O)[O-])c1
→ -7% | -15% | 5% | 10 | -17% | 0% | 7%
CC(=O)c1cccc(NC(=O)c2ccc3c(c2)c(C)c(C)n3Cc2ccc(Cl)cc2)c1
→ 7% | x | x | u | x | x | -21%[15.4 µM]
COc1ccc2cc3[n+](cc2c1O)CCc1cc2c(cc1-3)OCO2
→ x | x | x | -2 | u | x | -25%
CC(NC(=O)c1cc(-c2cccs2)on1)c1ccccc1 (configuration not stated)
→ -8% | -24% | -2% | -24 | 4% | 2% | -2%
Cc1ccc(CC2C(=O)N(CC(=O)O)C(=O)C2C)cc1 (configuration not stated)
→ -10% | -14% | 2% | -19 | 0% | -11% | x
COC(=O)Cn1cnc2scc(-c3ccc(C)cc3)c2c1=O
→ 0% | -6% | u | -25 | 0% | -14% | -10%
Cc1cc(-n2cnnn2)cc(C)c1S(=O)(=O)N(C)c1ccccc1
→ -8% | -9% | -13% | -38 | -2% | 4% | -3%
COc1ccc(NC(=O)c2cn(CCC#N)nc2-c2cccc(Br)c2)cc1
→ -12% | 5% | 10% | 6 | -4% | 0% | 7%
CCN(CC)Cc1cc(C(C)(C)C)cc(N2CCOCC2)c1O
→ x | x | -10% | -21 | 9% | x | u

Reprinted from the part before: 4 entries, then new ones.
Below each SMILES – AmpC inh detg | AmpC inh no detg | HCV inhibitor | HCMV antiviral | AMA1-RON2 inh | LmPK inh | Tb PYK inh
COC(=O)Cn1cnc2scc(-c3ccc(C)cc3)c2c1=O
→ 0% | -6% | u | -25 | 0% | -14% | -10%
Cc1cc(-n2cnnn2)cc(C)c1S(=O)(=O)N(C)c1ccccc1
→ -8% | -9% | -13% | -38 | -2% | 4% | -3%
COc1ccc(NC(=O)c2cn(CCC#N)nc2-c2cccc(Br)c2)cc1
→ -12% | 5% | 10% | 6 | -4% | 0% | 7%
CCN(CC)Cc1cc(C(C)(C)C)cc(N2CCOCC2)c1O
→ x | x | -10% | -21 | 9% | x | u
CCc1ccccc1NC(=S)Nc1cc(OC)c(NC(=O)C(C)C)cc1OC
→ -14% | 1% | -9% | -21 | -9% | -3% | -4%
O=C(CNC(=O)c1ccc(F)cc1)OCc1cc(=O)n2nc(C3CCCCC3)sc2n1
→ 7% | x | x | 24 | x | x | 3%
OC[C@@H]1CC[C@@H](Cc2ccc(-c3ccccc3)cc2)O1
→ x | 27% | u | 51 | 7% | x | -8%
CC[C@@]12C(=O)N(c3cccc(Br)c3)C(=O)N1[C@H](c1ccc(Br)cc1)[C@@H]1C(=O)N(C(C)(C)C)C(=O)[C@@H]12
→ 0% | 71%[activator] | -4% | -26 | -13% | x | -6%
O=C(CCNc1n[nH]c(=O)[nH]c1=O)N1CCCCC1
→ -12% | -5% | 13% | 1 | 2% | -3% | 2%
Cc1ccc(Cn2nc(C)c(NC(=O)c3noc4c3CCCCC4)c2C)cc1
→ 0% | 68%[activator] | u | -23 | -2% | 1% | 2%
CC(C)C(C(=O)NC(C)(C)C)N1C(=O)c2ccccc2C1=O (configuration not stated)
→ -5% | -17% | 6% | 35 | -3% | -2% | 5%
COc1ccccc1C(=O)OCc1c(F)cccc1Cl
→ u | -10% | 5% | 3 | 65%[activator] | 1% | 7%
O=C(CCS(=O)(=O)c1ccccc1)Nc1ccc2c(c1)OCO2
→ -5% | -13% | 19% | 88 | -17% | -3% | 2%
C=C(c1ccccc1)c1ccc(N(C)C)cc1
→ 2% | -19% | 10% | 38 | -30% | 0% | -3%
O=C(Nc1ccc2c(c1)CCC2)C1CCCN(c2ncccn2)C1 (configuration not stated)
→ -12% | -1% | -19% | 123 | 5% | 6% | 2%
CCCc1nc2oc3c(=O)[nH]cnc3c2c2c1CCCC2
→ -9% | -29% | 22% | -19 | -7% | -4% | 4%
O=C(O)C1C2CCC(O2)C1C(=O)Nc1ccc(OC(F)F)cc1 (configuration not stated)
→ 0% | -15% | 11% | -29 | -5% | 5% | 6%
CCC(C)NC(=O)c1ccccc1NC(=O)C(C)N(c1ccccc1)S(C)(=O)=O (configuration not stated)
→ 3% | -3% | -5%&-26% | -7 | 31%[activator] | 2% | 3%
COc1ccc(-[n+]2c(-c3ccccc3)cc(-c3ccc(C)cc3)cc2-c2ccccc2)cc1
→ u | 43% | u | -94* | u | -1% | 0%
CC(C)Nc1nc(NC(C)C)nc(Oc2ccc(OCc3ccccc3)nn2)n1
→ -7% | -7% | 0% | 64 | 2% | -5% | 5%
CCCCN(CCCC)c1ncnc2nc[nH]c12
→ 4% | -1% | -19% | -91* | -4% | 0% | -16%
O=C(NC1CCOC1=O)OCc1ccccc1 (configuration not stated)
→ x | x | x | -3 | 0% | x | -4%
O=C(CN1CCN(Cc2ccccc2Cl)C1=O)NCc1ccco1
→ -13% | -16% | -24% | 41 | 5% | 3% | -11%
CC1(C)Cc2nc(Cl)c(C#N)cc2CO1
→ 2% | -9% | 6% | -100* | 7% | 2% | 1%
CC1CCC(C(C)C)C(OC(=O)Cn2c(-c3ccc(Br)cc3)[n+](C)c3ccccc32)C1 (configuration not stated)
→ -3%&-12% | 107%&112%[activator] | u | -99* | -17%&-3% | 7%&1% | 4%&1%
CCOc1ccc(NC(=O)c2sc3nc(N4CCOCC4)c4c(c3c2N)CC(C)(C)OC4)cc1
→ -2% | -10% | -3% | 1 | 15% | 1% | u
CCOC(=O)C1CCN(C(=O)COc2cc(C)c(Br)cc2C)CC1
→ u | 103%[activator] | -3% | u | 2% | 0% | -4%
CC1(C(=O)NCC(F)(F)F)CCN1C(=O)Cc1ccc(-c2ccccc2)cc1 (configuration not stated)
→ x | x | x | 4 | 2% | x | 2%
CC(OC(=O)c1ccccc1O)C(=O)Nc1ccc(Cl)cn1 (configuration not stated)
→ 8% | -34% | 13% | 2 | 1% | 1% | -4%
CCN(CC)c1ccc(CN(C(=O)c2ccco2)C2CCS(=O)(=O)C2)cc1 (configuration not stated)
→ -5% | 40% | 11% | -31 | -5% | 2% | 2%
CC1CCCC(NC(=O)c2ccc3snnc3c2)C1C (configuration not stated)
→ u | -42% | -3% | 1 | 6% | -6% | 4%
CC(=O)c1ccc(S(=O)(=O)N2CCN(C(=O)CSc3ccc(C)c(C)c3)CC2)cc1
→ -6% | 62%[activator] | -7% | -17 | 7% | 2% | 6%
COc1cc2c(cc1OC)C(C(=O)N1CCCCC1)C(c1ccccc1F)N(C)C2=O (configuration not stated)
→ -1% | 42% | 10% | 65 | 18% | -2% | -1%
CCC1CCCCN1C(=O)COc1ccccc1NC(C)=O (configuration not stated)
→ -1% | 11% | -9% | -5 | -11% | 4% | 0%
COc1ccccc1NS(=O)(=O)c1ccc(NC(=O)c2[nH]nc(OC)c2[N+](=O)[O-])cc1
→ -8% | -25% | 8% | -15 | 20% | -1% | -8%
Cc1ccc(C2(C)NC(=O)N(CC(=O)N3CC(=O)Nc4ccccc43)C2=O)cc1 (configuration not stated)
→ x | -30% | 14% | 1 | -6% | x | -5%
C=CCN1CC(=O)N2C(C)c3[nH]c4ccccc4c3C[C@H]2C1=O (some centres not stated)
→ -7% | -23% | 5% | -10 | -1% | 6% | 1%
